Screens: PubChem, several laboratories
Bim-Bcl-B: disrupts Bim peptide binding to human Bcl-B. Q9HD36. inhibition, % at 10 µM. bead-based flow cytometry. actives 0.073% (n = 190,000). AID 951;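 also: 0% = tracer peptide without compound and 100% = reference inhibitor peptide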
Target sequence (Q9HD36 whole entry, looked up): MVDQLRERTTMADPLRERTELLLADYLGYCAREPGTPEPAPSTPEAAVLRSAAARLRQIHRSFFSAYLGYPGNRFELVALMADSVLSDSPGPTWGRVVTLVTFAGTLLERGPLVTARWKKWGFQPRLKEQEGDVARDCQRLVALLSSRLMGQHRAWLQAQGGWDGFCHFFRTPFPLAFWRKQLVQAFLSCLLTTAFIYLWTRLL
Bcl-XL Bim block: disrupts Bim peptide binding to human Bcl-XL. Q07817. bead flow cytometry, fluorescence. inhibition, % at 10 µM. actives 0.04% (n = 190,000). AID 1007
Mcl1-Noxa inh: disrupts binding of human Mcl-1 to Noxa peptide. AID 1022. TR-FRET Mcl-1/Noxa peptide binding, 2 h. Q07820. actives 1.5% (n = 220,000). inhibition, % at 21.7 µM;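 active = compounds that cut the protein-peptide binding signal by more than 50% relative to plate controls in a single-dose test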;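 also: His-tagged Mcl-1 with rhodamine Noxa BH3 peptide and terbium anti-His antibody; 0% = Mcl-1 plus Noxa peptide wells and 100% = peptide-only wells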
Target sequence (Q07820 whole entry, looked up): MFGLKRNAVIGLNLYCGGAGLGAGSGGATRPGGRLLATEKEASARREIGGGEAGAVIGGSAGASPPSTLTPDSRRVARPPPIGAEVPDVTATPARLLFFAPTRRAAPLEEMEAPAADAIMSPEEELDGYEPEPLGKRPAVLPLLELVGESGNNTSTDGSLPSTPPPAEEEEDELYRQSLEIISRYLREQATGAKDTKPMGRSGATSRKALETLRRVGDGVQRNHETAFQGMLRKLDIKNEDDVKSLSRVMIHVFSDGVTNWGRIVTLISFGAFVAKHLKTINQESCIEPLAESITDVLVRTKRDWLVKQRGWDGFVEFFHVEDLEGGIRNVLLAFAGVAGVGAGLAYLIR
Mcl1-Bid inh: disrupts binding of human Mcl-1 to Bid peptide; Q07820; TR-FRET Mcl-1/Bid-Dy647 peptide binding, 1536-well; inhibition, % at 21.7 µM; actives 0.97% (n = 220,000); AID 1021;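 active = compounds that cut the binding signal by more than half at the single screening dose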;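 also: His-tagged Mcl-1 with europium anti-His antibody binding Bid BH3 peptide; 0% = Mcl-1 plus peptide wells and 100% = peptide-only wells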
Bim-Bcl-2: inhibitors of Bim-Bcl-2 interaction, human; P10415; Bead-based flow cytometry, Bim peptide-Bcl-2 binding; inhibition, % at 10 µM; actives 0.06% (n = 190,000); AID 950; in the data active = inhibition above about 40%; inconclusive = no clear call, values can overlap the other calls;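 also: 0% = no compound wells with probe peptide and 100% = reference peptide inhibitor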
Target sequence (P10415 whole entry, looked up): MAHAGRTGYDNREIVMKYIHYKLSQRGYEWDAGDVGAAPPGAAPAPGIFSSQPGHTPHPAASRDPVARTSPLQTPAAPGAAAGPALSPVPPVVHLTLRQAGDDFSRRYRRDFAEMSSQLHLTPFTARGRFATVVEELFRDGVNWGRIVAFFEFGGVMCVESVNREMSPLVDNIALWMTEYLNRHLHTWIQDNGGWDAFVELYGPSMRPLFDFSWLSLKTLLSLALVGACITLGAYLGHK
RGS7-Gao: regulators of human RGS7-Galphao interaction. binding response (% of control), % at 10 µM. AID 1439. Multiplexed bead flow cytometry, RGS7-Galphao binding; actives lie on both sides. P09471. actives 0.35% (n = 220,000); in the data active = binding response below about 49% or above about 150%; inconclusive = no clear call, values can overlap the other calls; inactive = in between;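 also: fluorescent Galphao held in activated GDP-AlF4 state binding bead-coupled RGS7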
RGS4-Gao reg: modulates binding of RGS4 to human Galphao; P09471; Multiplexed bead flow cytometry; actives lie on both sides; binding response (% of control), % at 10 µM; actives 0.33% (n = 220,000); in the data active = binding response below about 49% or above about 150%; inactive = in between;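 also: fluorescent Galphao activated with aluminum fluoride binding bead-coupled RGS4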
Bim-Bfl-1: human Bim-Bfl-1 interaction inhibition. Q16548. Bead-based flow cytometry, Bim-Bfl-1 binding inhibition. inhibition, % at 10 µM. actives 0.12% (n = 190,000). AID 1008;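 also: 0% = wells without compound plus tracer and 100% = blocker peptide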
RGS8-Gao: regulators of human RGS8-Galphao interaction; multiplexed bead flow cytometry, RGS8-Galphao binding; actives lie on both sides; actives 0.34% (n = 220,000); P09471; response (percent of control binding), % at 10 µM; in the data active = response below about 60% or above about 140%; inactive = in between;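 also: Galphao activated as the GDP aluminium fluoride complex binding bead-coupled RGS8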
Bim-Mcl-1: human Bim-Mcl-1 interaction inhibition; actives 0.1% (n = 190,000); Bead-based flow cytometry, Bim peptide-Mcl-1 binding; inhibition, % at 10 µM; AID 1009;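 also: 0% = no compound tracer wells and 100% = peptide blocker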
Bim-Bcl-W: human Bim-Bcl-W interaction inhibition | inhibition, % at 10 µM | actives 0.02% (n = 190,000) | Q92843 | AID 952 | bead-based flow cytometry, Bim peptide-Bcl-W binding;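 also: 0% = bound tracer without compound and 100% = peptide blocker; higher means less fluorescent Bim peptide bound to Bcl-W beads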
* = called active by the depositor; ? = inconclusive; . = no result given. Rule as the data show it, unless noted: active = inhibition above about 40%. Not a hit list (roughly 2.7% active in at least one column).

SMILES,Bim-Bcl-B,Bcl-XL Bim block,Mcl1-Noxa inh,Mcl1-Bid inh,Bim-Bcl-2,RGS7-Gao,RGS4-Gao reg,Bim-Bfl-1,RGS8-Gao,Bim-Mcl-1,Bim-Bcl-W
CN1C2CCC1/C(=C\c1ccccc1F)C(=O)/C2=C/c1ccccc1F,-6,-7,22,-1,0,100,104,-2,107,-2,-4
O=C1CS/C(=N\c2ccccn2)N1C1CCCCC1,2,5,10,-29,-1,84,87,-1,95,-1,0
COc1ccc(OC)c(NC(=S)N(CCc2c(C)[nH]c3ccc(C)cc23)Cc2cccs2)c1,-3,-5,13,85*,-2,111,104,4,85,0,-4
O=C(CCSCCc1ccccn1)Nc1nccs1,-6,-3,1,-7,-4,103,102,-11,100,1,2
Cc1cccc2c(=O)cc(C)n(CC(=O)N3CCCCC3)c12,-1,0,4,-6,1,96,98,0,100,-1,-2
Cc1c(Cc2ccccc2)c(=O)oc2c(CN(C)C)c(O)c(Cl)cc12,-8,-9,3,6,-12,95,95,-20,96,-6,-4
Cc1ccc(N(CC(O)CN2C(=O)NC(C)(C)C2=O)S(=O)(=O)c2ccc(C)cc2)cc1 (centres undefined),.,.,30,-18,.,?,103,.,104,.,.
O=[N+]([O-])c1ccc(-c2nnc(-c3ccccc3)c(NCCCO)n2)cc1,0,-2,15,-12,1,108,105,0,107,0,-1
CC(=O)c1c(C)nc(-c2ccc3c(c2)OCO3)n1O,-18,-9,28,-42,-5,93,94,13,96,-2,0
c1ccc2c(c1)ncn2CCC1CCCCC1,-6,-5,12,2,-9,99,97,-10,102,-1,1
Cc1ccc(NC(=O)Cn2sc3nc(C)cc(C)c3c2=O)c(Cl)c1,.,.,45,-92,.,?,88,.,67,.,.
COc1ccccc1NC(=O)NCCc1c[nH]c2ccccc12,.,.,-1,-40,.,?,96,.,99,.,.
O=C(C[n+]1cccc(CNC(=O)c2ccc(OC(F)F)cc2)c1)Nc1ccc(F)cc1,-13,-13,12,-17,-4,121,116,-4,91,-28,-12
COC(=O)NCc1cc2cc(Cl)ccc2[nH]1,-13,-9,14,-22,-16,95,99,-22,99,-6,-6
C/C(CC(=O)Nc1ccc(C)c(Cl)c1)=N\NC(=O)Cc1ccccc1,-3,-5,-9,-6,-1,90,94,0,80,-3,-2
O=C(COc1ccc(Cc2ccccc2)cc1)c1ccc(F)cc1,-4,-5,3,6,-2,99,100,0,100,-5,-2
COc1ccc(Cn2c(-c3ccc(OC)cc3)nc3c(c(=O)c4ccccc4n3C)c2=O)cc1,-17,-15,-23,7,-2,105,101,-3,104,-9,-12
COc1cc(C)nc(NS(=O)(=O)c2ccccc2)n1,-9,-7,2,-5,-8,99,98,-18,101,-3,0
CCC(C)NC(=O)CN(c1ccc(OC)cc1)S(=O)(=O)c1ccc(NC(C)=O)cc1 (centres undefined),-9,-6,5,4,-4,103,102,-14,101,0,0
COc1cc(/C=N/NC(=O)/C(=C\c2ccc([N+](=O)[O-])cc2)NC(=O)c2ccccc2)cc(OC)c1O,4,6,28,-44,6,87,83,0,89,0,11
O=c1c2ccccc2nnn1CSc1ccc2c(c1)OCCO2,-1,-1,-3,5,-3,97,98,-1,99,-3,-3
O=C(Nc1cccc(C(F)(F)F)c1)c1cc(-c2ccc(F)cc2)on1,-10,-5,5,-10,-12,96,89,-13,93,-4,-1
CN(Cc1nc(Cc2ccccc2F)no1)CC1(N2CCOCC2)CCCCC1,1,-1,7,-8,0,110,103,2,102,-4,2
CCOc1ccc(NC(=O)c2nccnc2CO)cc1,-7,-4,20,3,-10,101,97,-18,102,-1,0
CCCN1C(=O)c2cc(C(=O)NCc3ccc(OC)cc3)ccc2C1O (centres undefined),-2,-5,5,8,-2,99,102,-5,99,3,-1
O=C(NCCCN1CCN(Cc2ccccc2)CC1)C1CCN(S(=O)(=O)N2CCCC2)CC1,-4,-4,13,-13,0,105,103,0,117,-2,-4
CCN(C(=O)C1CCN(S(=O)(=O)c2ccc3c(c2)oc(=O)n3C)CC1)c1cccc(C)c1,-6,-7,3,-12,-5,98,97,-9,99,0,1
CCc1ccccc1N1CSC2=C(C#N)C(c3ccccc3F)CC(=O)N2C1 (centres undefined),-13,-2,26,-15,-4,108,97,9,80,-4,0
CCCSc1nnc(CSc2nc(C)cc(C)n2)n1C,-3,0,21,-11,2,98,95,-5,99,1,2
CC1(C)CC(=O)N(CC(=O)O)c2ccccc2S1(=O)=O,-7,-5,0,-12,-9,99,99,-11,101,0,1
O=C(CN1C(=O)NC(c2ccccc2)(c2ccccc2)C1=O)Nc1ccc2[nH]c(=O)[nH]c2c1,.,.,64*,-33,.,?,106,.,103,.,.
CCN1C(=O)c2ccc(C(=O)Nc3ncc(C)s3)cc2C1=O,1,0,18,4,-2,103,99,-2,99,0,1
Cc1ccc(C(Sc2ccccc2)C(Cn2cncn2)C(=O)c2ccccc2)cc1 (centres undefined),-8,0,-15,33,-10,97,97,-11,96,-1,4
CN(Cc1ccccc1)C(NC(=O)c1ccco1)C(Cl)(Cl)Cl (centres undefined),-3,-5,-2,-31,-3,97,97,-5,101,0,-1
Cc1ccc(NC(=S)Nc2cccc3cnccc23)c(C)c1,-5,-2,17,-52,0,100,99,1,100,-2,-1
O=C(c1ccco1)N1CCN(C(c2ccccc2Cl)c2nnnn2Cc2ccco2)CC1 (centres undefined),0,0,1,-34,-1,95,97,-1,96,-3,0
CN(C)c1ccc(C(=O)N2CCN(c3cc(C(F)(F)F)nc4ccccc34)CC2)cc1,.,.,4,-30,.,?,99,.,99,.,.
O=C(NCCN1CCOCC1)c1ccc(CSCc2cccc(Cl)c2)o1,-3,-1,16,-2,-2,93,95,-4,98,0,-1
COc1cccc(OC)c1OCCCCN1CCC(Cc2ccccc2)CC1,-7,-4,23,2,0,114,103,-2,102,-5,0
O=C(NC1CCCCCCC1)c1ccccc1-c1ccccc1,-5,-6,-3,-3,0,98,97,0,90,-1,-1

Sorted by the number under Bim-Mcl-1 (high to low): 3 of the compounds above.
SMILES,Bim-Bcl-B,Bcl-XL Bim block,Mcl1-Noxa inh,Mcl1-Bid inh,Bim-Bcl-2,RGS7-Gao,RGS4-Gao reg,Bim-Bfl-1,RGS8-Gao,Bim-Mcl-1,Bim-Bcl-W
CCN1C(=O)c2ccc(C(=O)Nc3ncc(C)s3)cc2C1=O,1,0,18,4,-2,103,99,-2,99,0,1
O=C(NC1CCCCCCC1)c1ccccc1-c1ccccc1,-5,-6,-3,-3,0,98,97,0,90,-1,-1
Cc1ccc(NC(=S)Nc2cccc3cnccc23)c(C)c1,-5,-2,17,-52,0,100,99,1,100,-2,-1

Following part:
SMILES,Bim-Bcl-B,Bcl-XL Bim block,Mcl1-Noxa inh,Mcl1-Bid inh,Bim-Bcl-2,RGS7-Gao,RGS4-Gao reg,Bim-Bfl-1,RGS8-Gao,Bim-Mcl-1,Bim-Bcl-W
CC1=C(C(=O)Nc2ccc(C)cc2)C(c2ccco2)NC(=O)N1 (centres undefined),-2,-5,7,-13,6,100,99,0,98,-1,-2
Cc1nn(-c2ccccc2)c(N)c1Sc1cccc([N+](=O)[O-])c1,-12,-6,22,4,-6,122,111,5,120,-6,-5
Cc1cccc(NC(=O)COc2ccc(/C=N\n3cnnc3)cc2)c1,-8,-9,-7,-7,-4,100,100,-2,99,-6,-4
COC(=O)c1ccc2c(c1)N(Cc1nc(-c3cccc(C)c3)oc1C)C(=O)C1CCCN21 (centres undefined),-5,-4,3,-7,-3,94,94,-9,98,0,0
Cc1nnc(NC(=O)C2COc3ccccc3O2)s1 (centres undefined),-6,-6,-1,-6,-7,105,102,-17,101,-2,-3
COc1ccc(C2NC(c3ccc(OC)cc3)C([N+](=O)[O-])C(C)(C)C2[N+](=O)[O-])cc1 (centres undefined),-5,-1,-7,-21,-5,96,101,-6,101,-1,0
CCc1nnc(NS(=O)(=O)c2ccc(N/C=C\C(=O)c3ccc(F)cc3)cc2)s1,-3,-2,33,-24,-5,102,104,-8,104,-3,0
O=[N+]([O-])c1ccc(COc2ccccc2/C=N/O)cc1,-8,-6,5,6,-2,91,89,0,73,-4,-5
CCCC(=O)NC(=S)Nc1sc2c(c1C(N)=O)CCC2,-6,-3,48,-58,-1,101,100,2,101,-4,-1
Cc1cccc(N2CCN(C(=O)c3ccoc3C)CC2)c1C,-2,1,14,-43,0,100,102,0,101,1,0
COCCCNC(=O)CN(CCc1ccccc1)S(=O)(=O)c1ccc(OC)cc1,0,-1,-19,-15,-3,103,97,-8,102,0,0
O=C(c1ccco1)N1CCN(CCOc2ccccc2)CC1,.,.,10,14,.,?,101,.,101,.,.
O=C(NCCCN1CCOCC1)c1ccc(CSc2ccc(Cl)cc2)cc1,1,0,6,1,-2,103,107,-3,105,2,0
CCC(C)(C)NC(=O)CN(C(=O)CNS(=O)(=O)c1ccccc1)c1ccccc1,-6,-1,-2,-9,-7,100,102,-10,100,0,0
COc1ccc(C2C(C(=O)N3CCN(C)CC3)c3ccccc3C(=O)N2C2CCCCC2)cc1 (centres undefined),0,0,14,-7,-4,108,110,-2,104,1,-1
CCCCOC(=O)C1=C(C)Nc2nnnn2C1c1ccc(OC)c(OC)c1OC (centres undefined),-1,1,13,-6,-3,100,104,-2,104,0,0
O=C1CSC(c2cccc([N+](=O)[O-])c2)N1CCN1CCCCC1 (centres undefined),-3,0,-22,-17,-1,105,101,-4,103,0,-2
CCn1c(SCC(=O)Nc2ccccc2)nnc1-c1cccs1,.,.,-1,-38,.,?,100,.,100,.,.
